# Screening results: PubChem BioAssay, several laboratories
# DSG3 Ab inh: inhibitors of pemphigus antibody binding to human desmoglein-3; P32926; DSG3-coupled beads, scFv-anti-DSG3-GFP binding, flow cytometry; hits give low values; binding (percent of control), % at 10 µM; actives 0.48% (n = 310,000); AID 588358;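 active means binding more than 3 SD below its plate's average and above zero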;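 further: hits lower antibody fragment binding to DSG3; some compounds called inactive have numbers as strong as hits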
# Arrestin-AP2 inh: blocks beta-arrestin peptide binding to AP2 adaptin; FITC-arrestin peptide / GST-AP2 beads, flow cytometry; AP2 beta2 appendage carries R879A mutation; inhibition, % at 10 µM; actives 0.31% (n = 340,000);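 active means inhibition above a set limit, near 3 SD of compounds lacking own fluorescence, cut at about 54% in these data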;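 further: plate controls were DMSO wells for no effect and 5 µM unlabelled arrestin peptide for full effect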
#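 System: GST-AP2 R879A glutathione beads | Also added: FITC-arrestin peptide, 50 nM | Times: 12 min plus 1 h, RT | Signal: Bead flow cytometry, FITC channel | Buffer or medium: PBS with 0.05% Tween 20 and 0.1% BSA | Read-out basis: Percent drop in bead-associated FITC signal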
# V-ATPase pHluor: alters yeast V-ATPase proton transport; S. cerevisiae, pHLuorin cytosolic pH fluorescence; response, % at 10 µM; actives 0.37% (n = 350,000); AID 504577; in the data active means response mostly above about 7.3%, no sharp cut-off; inactive means mostly below about 5.4%; further: actives read high; inactives centre near 0; some compounds called inactive have numbers as strong as hits; reference of the scale not given here
# MOR-DOR inv ag: mu-delta opioid heterodimer inverse agonism; AID 504357; inhibition, % at 9.3 µM; actives 0.21% (n = 340,000); cell-based MOR-DOR heterodimer luminescence; P35372+P41143; in the data active means inhibition above about 22%, passing the limit was not always enough;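 further: 0% = cells with DMSO and 100% = wells without cells with DMSO; values of inactives mirror those of a sister screen read the other way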
# Target sequence (P35372 whole entry, looked up): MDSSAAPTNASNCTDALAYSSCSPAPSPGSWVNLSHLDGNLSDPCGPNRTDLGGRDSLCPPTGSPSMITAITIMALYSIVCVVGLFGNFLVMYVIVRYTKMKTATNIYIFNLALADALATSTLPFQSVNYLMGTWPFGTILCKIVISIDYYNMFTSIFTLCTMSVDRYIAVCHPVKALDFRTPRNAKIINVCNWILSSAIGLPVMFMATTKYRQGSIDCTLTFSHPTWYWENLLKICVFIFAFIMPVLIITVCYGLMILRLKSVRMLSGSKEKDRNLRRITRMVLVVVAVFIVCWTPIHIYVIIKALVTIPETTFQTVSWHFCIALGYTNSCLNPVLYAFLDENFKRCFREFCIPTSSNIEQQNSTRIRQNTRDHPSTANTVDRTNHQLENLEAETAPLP
# Target sequence (P41143 whole entry, looked up): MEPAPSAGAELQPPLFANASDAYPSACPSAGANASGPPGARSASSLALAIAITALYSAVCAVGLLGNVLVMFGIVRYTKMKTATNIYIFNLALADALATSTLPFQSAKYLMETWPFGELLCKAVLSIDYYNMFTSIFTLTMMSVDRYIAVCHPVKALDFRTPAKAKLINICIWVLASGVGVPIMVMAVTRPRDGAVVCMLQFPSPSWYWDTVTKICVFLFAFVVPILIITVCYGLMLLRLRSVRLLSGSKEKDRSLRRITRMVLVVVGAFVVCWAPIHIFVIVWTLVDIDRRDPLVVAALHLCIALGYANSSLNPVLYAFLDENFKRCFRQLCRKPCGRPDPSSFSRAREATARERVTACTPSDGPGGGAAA
# Wnt bcat act: Wnt/beta-catenin pathway activation. activation, % at 9.35 µM. actives 1.2% (n = 300,000). Wnt/beta-catenin reporter cell assay, activator, plate reader; in the data active means activation above about 30%, passing the limit was not always enough;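 further: 0% = neutral control wells and 100% = positive control wells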
# RTF Ca sens inh: cardiac RTF calcium desensitization; inhibition, % at 7.15 µM; actives 0.12% (n = 340,000); IANBD-labeled cardiac RTF, Ca2+ fluorescence; P19429+P45379;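 active means inhibition above the mean inhibition of all tested compounds plus 3 SD, cut at about 17% in these data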;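 further: assay run at fixed EC70 calcium of 1.6 mM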
# OPRM1-OPRD1 ag: agonists of human mu-delta opioid receptor heterodimerization; cells, OPRM1-OPRD1 heterodimerization, luminescence; actives 0.3% (n = 340,000); activation, % at 9.3 µM; in the data active means activation above about 18%;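 further: 0% = vehicle-treated cells and 100% = reference agonist; values of inactives mirror those of a sister screen read the other way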
# LANA DNA inh: KSHV C-LANA DNA binding inhibition. MBP-C-LANA/FAM-LBS DNA binding, fluorescence polarization. inhibition, % at 9 µM. actives 0.078% (n = 340,000). AID 504423;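 active means highest replicate inhibition at or above 60% at 9 µM, even if other replicates fall short; inactive means all replicates below 60% inhibition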;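 further: 0% = neutral control wells and 100% = 4 µM acridine orange control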
# Keap1 Nrf2 FP: Keap1-Nrf2 (human) interaction inhibition; Q14145; Keap1 Kelch-Nrf2 peptide fluorescence polarization, 1536-well; inhibition, % at 9.4 µM; actives 0.15% (n = 340,000); in the data active means inhibition above about 12%;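 further: human Keap1 Kelch domain with fluorescein labeled Nrf2 9mer peptide probe; 0% = neutral control wells and 100% = peptide positive control; higher means more block of Keap1 binding to Nrf2 peptide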
# cardiac RTF act: increases calcium sensitivity of human cardiac regulated thin filaments; P19429+P45379; IANBD-labeled TnC RTF fluorescence at EC20 calcium; 0% EC20 calcium, 100% full calcium; activation, % at 7.2 µM; actives 0.24% (n = 340,000); AID 493008;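 active means activation above the mean over all tested compounds plus 3 SD, cut at about 30% in these data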;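 further: rise in fluorescence read as greater calcium sensitivity of cardiac thin filaments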
# * = called active by the depositor; / = not tested or not shown.
# The line under a structure holds: DSG3 Ab inh, Arrestin-AP2 inh, V-ATPase pHluor, MOR-DOR inv ag, Wnt bcat act, RTF Ca sens inh, OPRM1-OPRD1 ag, LANA DNA inh, Keap1 Nrf2 FP, cardiac RTF act
> COc1ccccc1C(=O)C1CCCN(C(=O)c2snnc2C)C1 (stereo not drawn)
  100, 1, 4, -6, 0, -7, 1.2, -0.2, -4, -2
> O=S1(=O)CCOC[C@H](CC2CCCCC2)N1Cc1ccccc1
  106, 10, 4, -40, 5, -11, 7.1, 1.2, -4, 18
> Cc1nc2cc(C(=O)O)ccc2n1-c1ccc(F)cc1F
  104, 5, 2, 5, /, -5, -1.0, 0.0, 0, -3
> Cn1cccc1Cc1nnc(SCC(=O)Nc2ccccc2F)n1-c1ccc(F)cc1
  108, 11, 0, -3, -4, -4, 0.6, 15, 0, 9
> CC(C)NC(=O)c1onc(CSc2cccc3ccccc23)c1C(=O)O
  101, 9, 5, 0, 3, -9, 0.0, 0.8, 1, 0
> COc1cccc(NC(=O)Cn2c(=O)n(CC3CCCO3)c(=O)c3ccccc32)c1 (stereo not drawn)
  /, 23, 0, -2, -2, -4, 0.3, -3.2, 2, -3
> CCCCCn1c(CCNC(=O)CCC)nc2ccccc21
  105, -3, 1, 5, -4, -5, -0.8, -0.7, -4, 5
> COc1cccc(C(=O)Oc2ccccc2/C=C\C(=O)c2cc3ccccc3o2)c1
  85, 0, 4, -36, 152*, -16, 5.5, 0.1, -1, -2
> Cc1ccc(N(Cc2ccccc2)C(=O)c2ccc(S(=O)(=O)N3CCOCC3)cc2)cc1
  101, -4, -2, 16, 5, -4, -3.1, 0.9, -4, -7
> O=C(NCc1cccnc1)c1cccc2c1C(=O)N(C1CCCCC1)C2
  111, 2, -5, 6, -6, -6, -1.1, 0.7, 1, 4

# The last 7 compounds of the part before open the next one:
# The line under a structure holds: DSG3 Ab inh, Arrestin-AP2 inh, V-ATPase pHluor, MOR-DOR inv ag, Wnt bcat act, RTF Ca sens inh, OPRM1-OPRD1 ag, LANA DNA inh, Keap1 Nrf2 FP, cardiac RTF act
> Cn1cccc1Cc1nnc(SCC(=O)Nc2ccccc2F)n1-c1ccc(F)cc1
  108, 11, 0, -3, -4, -4, 0.6, 15, 0, 9
> CC(C)NC(=O)c1onc(CSc2cccc3ccccc23)c1C(=O)O
  101, 9, 5, 0, 3, -9, 0.0, 0.8, 1, 0
> COc1cccc(NC(=O)Cn2c(=O)n(CC3CCCO3)c(=O)c3ccccc32)c1 (stereo not drawn)
  /, 23, 0, -2, -2, -4, 0.3, -3.2, 2, -3
> CCCCCn1c(CCNC(=O)CCC)nc2ccccc21
  105, -3, 1, 5, -4, -5, -0.8, -0.7, -4, 5
> COc1cccc(C(=O)Oc2ccccc2/C=C\C(=O)c2cc3ccccc3o2)c1
  85, 0, 4, -36, 152*, -16, 5.5, 0.1, -1, -2
> Cc1ccc(N(Cc2ccccc2)C(=O)c2ccc(S(=O)(=O)N3CCOCC3)cc2)cc1
  101, -4, -2, 16, 5, -4, -3.1, 0.9, -4, -7
> O=C(NCc1cccnc1)c1cccc2c1C(=O)N(C1CCCCC1)C2
  111, 2, -5, 6, -6, -6, -1.1, 0.7, 1, 4
> O=C(Nc1nc2c(s1)CCCC2=O)c1cnccn1
  102, -7, 3, 5, /, -7, -0.8, -3.7, -7, 4
> CCOC(=O)C(=O)NC1CC=CCC1c1ccc2c(c1)OCO2 (stereo not drawn)
  99, -14, 0, -1, -2, 5, 0.3, -1.5, -2, -5
> COc1ccc(CCC(C)Nc2cccc(C)c2)cc1 (stereo not drawn)
  100, -1, 4, -21, /, -2, 4.0, 0.0, -3, -3
> O=C(NCc1ccccc1)C1CCN(C(=O)NCc2ccccc2)CC1
  89, 25, -4, 13, 1, 3, -2.7, 3.0, -2, -5
> NC(=O)CN1C(=O)C(O)(CC(=O)c2ccccc2O)c2ccccc21 (stereo not drawn)
  110, 6, 4, 43*, 0, -6, -8.5, -1.1, -3, 2
> O=P(/C(=N/O)Sc1ccccc1)(N1CCOCC1)N1CCOCC1
  100, 35, 1, 9, -3, -2, -1.9, 0.4, 0, -1
> O=C1CN(C(=O)/C=C/c2ccccc2)CCN1
  93, 57*, -2, -4, -2, 0, 0.9, -2.4, -1, 1
> Cc1ccccc1C(=O)NC(=S)Nc1sc2c(c1C#N)CCC(C)C2 (stereo not drawn)
  97, 3, -2, 11, -1, -1, -1.8, -0.5, 0, 4
> Cc1ccc(C(=O)NC(NC(=S)Nc2ccc(S(N)(=O)=O)cc2)C(Cl)(Cl)Cl)cc1 (stereo not drawn)
  106, -5, -1, 8, -4, -7, -1.5, 0.7, -2, -4
> CN(C)c1ccc(P(=O)(OCc2ccccc2)C(O)c2ccc(Br)cc2)cc1 (stereo not drawn)
  109, 0, 1, 21, 0, 5, -4.1, 1.4, -1, -7
> O=C(COC(=O)c1ccccn1)NCCc1ccc(Cl)cc1
  96, -1, -2, 13, 1, -5, -2.5, -1.6, -4, 1
> COc1ccc(C(=O)Oc2c(OC)cc(C(=S)N3CCOCC3)cc2OC)cc1OC
  124, 10, 2, 6, 2, -3, -1.3, 0.1, 2, -2
> O=C(c1ccc(COc2ccccc2Cl)o1)N1N=C(C(F)F)CC1(O)C(F)F (stereo not drawn)
  99, -22, -1, -51, -2, -2, 10.0, 1.7, -5, -7
> COc1ccc(Br)cc1S(=O)(=O)Nc1cccc(C)n1
  97, -28, 2, 8, 0, -5, -1.7, 0.3, 3, 1
> O=c1[nH]c2cccnc2n1-c1ccc([N+](=O)[O-])cc1
  99, 2, -1, 2, -1, 0, -0.4, 0.9, 1, -1
> O=C(O)C1C(c2ccccc2)C(C(=O)N2CCOCC2)C1c1ccccc1 (stereo not drawn)
  97, 0, 0, 10, -2, 3, -1.9, 1.5, -4, 3
> O=C(NCCC1CCCCN1S(=O)(=O)c1ccc(Cl)cc1)C(=O)NCc1ccco1 (stereo not drawn)
  94, 10, 4, -6, 1, -6, 1.0, 0.7, -7, 4
> C/C(=N\NC(=O)c1ccccc1OCc1ccc(F)cc1)c1ccccn1
  /, -3, 1, 9, 29, -3, -2.2, 0.9, 0, 2
> O=C(CN1CCCc2ccccc21)NCCc1ccc(F)cc1
  125, 9, -3, 10, 0, -16, -2.1, 8.4, -5, -2
> CC1(C)CC(NC(=O)C23CCC(C)(/C(=N/O)C2)C3(C)C)CC(C)(C)N1 (stereo not drawn)
  109, 9, 3, 7, 1, -1, -1.5, 0.8, -2, -1

# Ordered by value in Arrestin-AP2 inh (low to high): 4 from the list above.
Structure | Arrestin-AP2 inh
C/C(=N\NC(=O)c1ccccc1OCc1ccc(F)cc1)c1ccccn1 | -3
COc1ccccc1C(=O)C1CCCN(C(=O)c2snnc2C)C1 (stereo not drawn) | 1
COc1ccc(C(=O)Oc2c(OC)cc(C(=S)N3CCOCC3)cc2OC)cc1OC | 10
O=P(/C(=N/O)Sc1ccccc1)(N1CCOCC1)N1CCOCC1 | 35

# Additional structures
# The line under a structure holds: DSG3 Ab inh, Arrestin-AP2 inh, V-ATPase pHluor, MOR-DOR inv ag, Wnt bcat act, RTF Ca sens inh, OPRM1-OPRD1 ag, LANA DNA inh, Keap1 Nrf2 FP, cardiac RTF act
> CCCN1C(=O)CC(=O)N=C1SCC(=O)Nc1ccccc1F
  94, -4, -1, 14, -3, -7, -2.7, 0.0, 3, 1
> COc1ccc(C(=O)NCC(=O)OCC(=O)Nc2ncc(Cl)cc2Cl)cc1[N+](=O)[O-]
  96, -9, 1, 7, -5, -4, -1.7, 0.6, 4, 1
> CCCCCOC(=O)C1=C(C)NC(=O)NC1c1ccccc1OCC (stereo not drawn)
  99, -7, -1, -40, /, -11, 7.3, -0.7, 0, 5
> Cc1c(C(=O)Nc2cccc(Cl)c2)c2ccccn2c1CCc1ccncc1
  85, 0, 1, 2, -3, 7, -0.4, 1.4, 0, 5
> CC(=O)c1cccc(NC(=O)C(C)OC(=O)CCc2nc3ccccc3c(=O)[nH]2)c1 (stereo not drawn)
  /, 4, 6, 21, -2, -3, -4.4, -0.8, -6, 1
> O=C(Nc1ccc(Cl)cc1N1CCOCC1)C1CCCO1 (stereo not drawn)
  /, 1, -2, 9, 2, 2, -1.8, -1.2, 3, 3
> O=C(CN(C(=O)c1csnn1)c1cccc2c1CCCC2)NCc1ccccc1
  95, 21, -2, 9, -3, -14, -1.5, 0.0, -2, -7
> Cc1ccc(C)c(S(=O)(=O)c2c(C)cc(C)nc2Cl)c1
  99, 32, -1, 9, 4, 2, -1.9, -0.5, -5, -6
> COc1cccc(N2CCN(C(=O)CCCCCn3c(=S)[nH]c4cc5c(cc4c3=O)OCO5)CC2)c1
  89, 0, 1, -40, -12, -31, 7.7, 1.2, 0, -1
> O=C(COc1ccccc1)NNC1=NS(=O)(=O)c2ccccc21
  105, 2, -1, 17, -1, 1, -3.0, 0.3, -6, 4
> CCCn1c(C)cc(C(=O)Cn2nnc3ccccc3c2=O)c1C
  105, -7, 3, 1, 46*, 4, -0.2, 0.1, 0, -11
> COc1ccc(S(=O)(=O)/N=C2\C=C(Nc3ccc(O)cc3)C(=O)c3ccccc32)cc1
  95, 8, 0, -119, 0, 10, 21*, -0.2, 3, -9
> CC1=CCC(C(=O)O)(C(=O)N/N=C/c2cccs2)C(c2ccc(Cl)cc2)C1 (stereo not drawn)
  100, 3, -6, -40, -3, -6, 7.3, 2.5, -3, 1
> CCCn1nnnc1NCc1ccc(N2CCCC2)cc1
  106, 6, 1, 2, 0, -4, -0.5, 1.0, -3, -2
> COc1ccc(OC)c(Nc2cc(C(=O)NCCCN3CCOCC3)c3ccccc3n2)c1
  104, -3, 3, 0, /, -2, -0.1, -0.2, -6, 5
> Cc1ccccc1Nc1nc(N2CCOCC2)nc(N2CCOCC2)n1
  /, 3, -1, 8, 2, 3, -1.5, -0.6, -5, -6
> CC(C)CC(NC(N)=O)C(=O)Nc1ccc2c(c1)OCO2 (stereo not drawn)
  104, 7, 1, 7, -1, -7, -1.4, -3.0, -4, 4
> CC(=O)Nc1ccc(SCC(=O)Nc2ccc3c(c2)OCCO3)cc1
  96, -8, 0, 12, 3, 2, -2.3, 0.9, 0, -7
> COC(=O)C(C(=O)OC)C(C[N+](=O)[O-])c1ccc(OC)c(OC)c1 (stereo not drawn)
  109, 36, -6, 3, -6, 8, -0.5, 0.7, 2, -1
> CCC1CCCN1Cn1cnc2c([nH]c3ccccc32)c1=O (stereo not drawn)
  106, -68, 5, 15, /, -11, -2.6, -0.1, 2, 1
> O=C(CCN1C(=O)/C(=C/c2ccc(F)cc2)SC1=S)N[C@@H](CO)Cc1ccccc1
  97, -10, -1, 7, -1, -1, -1.3, 0.7, -2, -3
> Cc1cc(CNC(=O)C(C)n2cc([N+](=O)[O-])cn2)c2ccccc2n1 (stereo not drawn)
  /, 6, -1, 10, -1, -5, -2.3, 0.2, 0, 0
> CC1=CC2=NC(=O)/C(=C\c3ccc(OC(=O)c4ccco4)cc3)C(=N)N2O1
  95, -1, 2, 25, -1, -7, -5.2, 0.2, -8, 6
